Source: PubChem BioAssay (several laboratories)
FXIIa inh = blocks human coagulation factor XIIa protease activity | P00748 | purified FXIIa, Boc-QGR-AMC fluorogenic substrate, 2 h | inhibition, % at 5 µM | actives 0.3% (n = 220,000) | AID 800; in the data active = inhibition above about 40%;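 note: 0% = enzyme with no compound and 100% = blank without enzyme; many of its hits are not listed in these tables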
PERK inhibitor = inhibitors of human PERK kinase; CHO PERK-DD fusion, SEAP luminescence translation reporter; inhibition, % at 5.6 µM; actives 0.17% (n = 220,000);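 active = inhibition above the mean inhibition of all tested compounds plus 3 SD, set separately per screening campaign, cut at about 2.9% in these data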;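 note: PERK kinase domain activated by AP20187 dimerizer at 100 nM; 0% = DMSO with dimerizer and 100% = rapamycin at 8.4 µM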
KLK5 inh = inhibitors of human kallikrein 5; AID 873; actives 0.59% (n = 210,000); inhibition, % at 5 µM; recombinant hK5, fluorogenic AMC substrate cleavage;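 active = inhibition of 40% or more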;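 note: 0% = enzyme controls without compound and 100% = no-enzyme blanks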
Rad51 HR inh = Rad51 (human) homologous recombination inhibition | Q06609 | hRad51 DNA strand exchange, fluorescence dequenching | inhibition, % at 10 µM | actives 0.085% (n = 200,000) | AID 1385;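 active = inhibition above 40% at the single screening dose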;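 note: 0% = DMSO control wells and 100% = blanks with heterologous ssDNA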
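material = hRad51 filaments on single-stranded DNA | timing = filaments 15 min 37 °C, then compound 30 min | signal = FRET fluorescence dequenching, excitation 485 nm, emission 520 nm | benchmarks = control wells and blank wells on each plate | evaluation = percent inhibition relative to plate controls and blanks | compound = 10 µM final, single point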
Thrombin inh = thrombin (human) inhibition; alpha-thrombin, Boc-VPR-AMC fluorogenic substrate cleavage; inhibition, % at 5 µM; actives 0.26% (n = 220,000);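 active = inhibition at or above 40%; inactive = inhibition below 40%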;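 note: 0% = enzyme with no compound and 100% = wells without enzyme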
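System: Human alpha-thrombin protein | Medium: pH 7.5 Tris (50 mM) with NaCl 150 mM, Tween 20 0.05% | Times: Enzyme reaction carried out at room temperature | Detection: AMC fluorescence, 355/460 nm | Evaluation: Percent inhibition scaled between no-compound controls and no-enzyme blanks | Benchmarks: Enzyme without compound as high, wells lacking enzyme as low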
Furin inhibitor = blocks human furin protease activity | purified furin, fluorogenic substrate cleavage | inhibition, % at 30 µM | actives 0.061% (n = 220,000) | AID 463115; in the data active = inhibition above about 25%; note: inactives centre near -15
FXIa inh = factor XIa (human) inhibition | inhibition, % at 5 µM | purified FXIa, Boc-Glu-Ala-Arg-AMC fluorogenic substrate | actives 0.14% (n = 220,000) | P03951;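 active = inhibition of at least 40%; inactive = inhibition below 40%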;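 note: fluorescence of freed AMC excited at 355 nm; 0% = enzyme without compound and 100% = no enzyme blank; many of its hits are not listed in these tables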
Calpain2 inh = blocks pig calpain II enzyme activity; actives 0.37% (n = 220,000); inhibition, % at 16 µM; purified calpain II, fluorogenic peptide substrate, 30 min;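 active = inhibition above about 50%, limit read from the data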
KCC2 mod = KCC2 (human) Cl- transport modulation. B-score of Tl+ flux slope (higher = more flux/activation; lower = inhibition) at 10 µM. KCC2 cells, thallium flux FluoZin-2 fluorescence. actives 2.2% (n = 190,000);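 active = thallium flux slope and its plate-corrected score both differing from the plate sample mean at a set confidence after two filtering rounds, in either direction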;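 note: slope of fluorescence scaled to starting intensity during 10 to 20 s after thallium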
Target sequence (Q9H2X9 whole entry, looked up): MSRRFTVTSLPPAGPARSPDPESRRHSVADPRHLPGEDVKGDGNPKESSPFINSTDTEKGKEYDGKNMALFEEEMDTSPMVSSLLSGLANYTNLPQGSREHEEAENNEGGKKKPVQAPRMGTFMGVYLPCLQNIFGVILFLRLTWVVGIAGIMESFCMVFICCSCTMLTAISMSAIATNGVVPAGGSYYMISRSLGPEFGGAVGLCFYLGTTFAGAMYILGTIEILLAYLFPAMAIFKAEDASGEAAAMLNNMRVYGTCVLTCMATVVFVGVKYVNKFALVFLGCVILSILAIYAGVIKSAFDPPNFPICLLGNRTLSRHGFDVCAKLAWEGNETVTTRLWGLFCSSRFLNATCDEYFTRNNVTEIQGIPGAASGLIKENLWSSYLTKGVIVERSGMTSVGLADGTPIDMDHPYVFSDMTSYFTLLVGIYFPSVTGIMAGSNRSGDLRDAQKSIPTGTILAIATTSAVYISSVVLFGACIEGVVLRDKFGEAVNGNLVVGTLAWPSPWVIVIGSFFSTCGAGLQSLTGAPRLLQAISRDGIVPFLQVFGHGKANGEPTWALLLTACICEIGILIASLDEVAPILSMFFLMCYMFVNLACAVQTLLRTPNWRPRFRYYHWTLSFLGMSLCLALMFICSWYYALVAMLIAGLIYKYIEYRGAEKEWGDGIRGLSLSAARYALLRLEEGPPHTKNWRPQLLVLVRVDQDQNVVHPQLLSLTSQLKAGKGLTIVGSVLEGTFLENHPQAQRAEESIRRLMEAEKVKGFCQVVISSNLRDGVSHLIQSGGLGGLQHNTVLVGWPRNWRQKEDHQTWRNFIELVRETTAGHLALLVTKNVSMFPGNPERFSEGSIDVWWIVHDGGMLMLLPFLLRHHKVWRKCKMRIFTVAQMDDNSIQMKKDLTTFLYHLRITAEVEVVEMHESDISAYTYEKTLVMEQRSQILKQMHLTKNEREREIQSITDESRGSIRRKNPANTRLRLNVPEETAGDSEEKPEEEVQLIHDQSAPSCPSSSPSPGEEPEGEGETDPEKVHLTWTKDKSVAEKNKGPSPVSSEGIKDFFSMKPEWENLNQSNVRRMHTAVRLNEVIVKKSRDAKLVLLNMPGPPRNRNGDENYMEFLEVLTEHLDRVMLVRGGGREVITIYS
The depositor's hits bear a star; [ ] = another dose, or the depositor's remark.

Results for COC(=O)C1=C(C)n2cnnc2NC1c1ccc(Cl)cc1 (centres undefined) ?
FXIIa inh: 9; PERK inhibitor: 0.4; KLK5 inh: 5; Rad51 HR inh: -4; Thrombin inh: 2; Furin inhibitor: -20; FXIa inh: 4; Calpain2 inh: 7; KCC2 mod: -0.32

Results for COc1ccc(NC(=O)Cn2nc(C)c([N+](=O)[O-])c2C)cn1 ?
FXIIa inh: 1; PERK inhibitor: -0.1; KLK5 inh: -3; Rad51 HR inh: -3; Thrombin inh: 14; Furin inhibitor: -17; FXIa inh: -2; Calpain2 inh: -12; KCC2 mod: 0.54

What do the screens show for `COc1ccc(N=c2oc3cc(O)ccc3cc2C(=O)NCC2CCCO2)c(OC)c1` (centres undefined)?
FXIIa inh: 6; PERK inhibitor: -0.9; KLK5 inh: -15; Rad51 HR inh: -11; Thrombin inh: -1; Furin inhibitor: -7; FXIa inh: 3; Calpain2 inh: -150; KCC2 mod: -0.26

Results for Cn1c(=O)c2c(ncn2CC(=O)OCC(=O)NC2CCCc3ccccc32)n(C)c1=O (centres undefined) ?
FXIIa inh: 7; PERK inhibitor: 0.5; KLK5 inh: 1; Rad51 HR inh: 0; Thrombin inh: -1; Furin inhibitor: -26[20 µM]; FXIa inh: -2; Calpain2 inh: -65; KCC2 mod: -0.7

How did CCOC(=O)C1C(=O)C=C(N2CCOCC2)CC1c1cccc(OC)c1 (centres undefined) do in these assays?
FXIIa inh: 10; PERK inhibitor: -0.3; KLK5 inh: 0; Rad51 HR inh: -7; Thrombin inh: -4; Furin inhibitor: -17; FXIa inh: 3; Calpain2 inh: -15; KCC2 mod: -1.4

How did O=C(CSc1nccc(=O)[nH]1)Nc1cccc(S(=O)(=O)N2CCOCC2)c1 do in these assays?
FXIIa inh: 8; PERK inhibitor: 0.3; Thrombin inh: -6; Furin inhibitor: -19; FXIa inh: 0; Calpain2 inh: -11; KCC2 mod: -0.069

What do the screens show for `CSCCC(NC(=O)c1ccco1)C(=O)NCc1ccc(F)cc1` (centres undefined)?
FXIIa inh: 10; PERK inhibitor: -0.9; KLK5 inh: -14; Rad51 HR inh: 4; Thrombin inh: 2; Furin inhibitor: -15[20 µM]; FXIa inh: 0; Calpain2 inh: -7; KCC2 mod: 0.11

How did O=C(Nc1ccc(OCC(=O)N2CCOCC2)cc1)Nc1cccc(Cl)c1 do in these assays?
FXIIa inh: 13; PERK inhibitor: -0.1; KLK5 inh: 4; Rad51 HR inh: -7; Thrombin inh: -3; Furin inhibitor: -19; FXIa inh: 0; Calpain2 inh: -15; KCC2 mod: -1

Results for Cc1ccc(Cn2nnc3c(=O)n(CC(=O)c4ccccc4)cnc32)cc1 ?
FXIIa inh: -4; PERK inhibitor: 0.1; KLK5 inh: 1; Rad51 HR inh: 4; Thrombin inh: -6; Furin inhibitor: -20; FXIa inh: -8; Calpain2 inh: 11; KCC2 mod: -3.2

How did O=C1COCCOCCOCC(=O)NCCN1 do in these assays?
FXIIa inh: 9; PERK inhibitor: 0.6; KLK5 inh: -11; Rad51 HR inh: -14; Thrombin inh: 1; Furin inhibitor: -13; FXIa inh: -2; Calpain2 inh: 7; KCC2 mod: -0.17

Structures from the list above with four or more nitrogen atoms:
Results for COC(=O)C1=C(C)n2cnnc2NC1c1ccc(Cl)cc1 (centres undefined) ?
FXIIa inh: 9; PERK inhibitor: 0.4; KLK5 inh: 5; Rad51 HR inh: -4; Thrombin inh: 2; Furin inhibitor: -20; FXIa inh: 4; Calpain2 inh: 7; KCC2 mod: -0.32

Results for COc1ccc(NC(=O)Cn2nc(C)c([N+](=O)[O-])c2C)cn1 ?
FXIIa inh: 1; PERK inhibitor: -0.1; KLK5 inh: -3; Rad51 HR inh: -3; Thrombin inh: 14; Furin inhibitor: -17; FXIa inh: -2; Calpain2 inh: -12; KCC2 mod: 0.54

Results for Cn1c(=O)c2c(ncn2CC(=O)OCC(=O)NC2CCCc3ccccc32)n(C)c1=O (centres undefined) ?
FXIIa inh: 7; PERK inhibitor: 0.5; KLK5 inh: 1; Rad51 HR inh: 0; Thrombin inh: -1; Furin inhibitor: -26[20 µM]; FXIa inh: -2; Calpain2 inh: -65; KCC2 mod: -0.7

How did O=C(CSc1nccc(=O)[nH]1)Nc1cccc(S(=O)(=O)N2CCOCC2)c1 do in these assays?
FXIIa inh: 8; PERK inhibitor: 0.3; Thrombin inh: -6; Furin inhibitor: -19; FXIa inh: 0; Calpain2 inh: -11; KCC2 mod: -0.069

Results for Cc1ccc(Cn2nnc3c(=O)n(CC(=O)c4ccccc4)cnc32)cc1 ?
FXIIa inh: -4; PERK inhibitor: 0.1; KLK5 inh: 1; Rad51 HR inh: 4; Thrombin inh: -6; Furin inhibitor: -20; FXIa inh: -8; Calpain2 inh: 11; KCC2 mod: -3.2

(continued)
How did COc1ccc2[nH]c3c(=O)n(/N=C/c4ccc(OC)c(CN5CCCC5)c4)c(C)nc3c2c1 do in these assays?
FXIIa inh: 7; PERK inhibitor: 0.3; KLK5 inh: -5; Rad51 HR inh: 17; Thrombin inh: -8; Furin inhibitor: -5; FXIa inh: -8; Calpain2 inh: -28; KCC2 mod: -0.25

Results for Cc1ccc(C)c(NC(=O)C(Sc2nc3ccccc3c(=O)n2CC(C)C)c2ccccc2)c1 (centres undefined) ?
FXIIa inh: 6; PERK inhibitor: 0.3; KLK5 inh: -3; Rad51 HR inh: 9; Thrombin inh: -8; Furin inhibitor: -9; FXIa inh: -4; Calpain2 inh: 9; KCC2 mod: 0.94

What do the screens show for `CCCOc1ccccc1Nc1nnc(C)c(=O)[nH]1`?
FXIIa inh: 14; PERK inhibitor: 0.8; KLK5 inh: -7; Rad51 HR inh: -4; Thrombin inh: 2; Furin inhibitor: -19[20 µM]; FXIa inh: 1; Calpain2 inh: -26

How did C[C@H](NC(=O)c1nc[nH]c1C(=O)N[C@@H](Cc1ccccc1)C(=O)OCc1ccccc1)c1ccccc1 do in these assays?
FXIIa inh: 9; PERK inhibitor: 0.1; KLK5 inh: -1; Rad51 HR inh: -8; Thrombin inh: -1; Furin inhibitor: -26; FXIa inh: 2; Calpain2 inh: 30; KCC2 mod: 0.047

What do the screens show for `O=C(COC(=O)c1ccc(Br)o1)Nc1ccc(S(=O)(=O)N2CCCC2)cc1`?
FXIIa inh: 3; PERK inhibitor: 1.8; KLK5 inh: 0; Rad51 HR inh: -2; Thrombin inh: -2; Furin inhibitor: -11[20 µM]; FXIa inh: 7; Calpain2 inh: -16; KCC2 mod: -0.27

Results for CCOc1ccc(N2C(=O)C3CCCN3C2=O)cc1 (centres undefined) ?
FXIIa inh: 14; PERK inhibitor: 0.5; KLK5 inh: -14; Rad51 HR inh: -4; Thrombin inh: 0; Furin inhibitor: -23; FXIa inh: -1; Calpain2 inh: -1

How did O=C(NC1CCCC1)C(c1ccccc1)N(Cc1ccco1)C(=O)Cc1cccs1 (centres undefined) do in these assays?
FXIIa inh: 17; PERK inhibitor: -0.7; KLK5 inh: 13; Rad51 HR inh: -4; Thrombin inh: 6; Furin inhibitor: -24[20 µM]; FXIa inh: 7; Calpain2 inh: 34; KCC2 mod: -1.8

How did O=C(c1cc(-c2ccc(Cl)cc2)on1)N1CCOCC1 do in these assays?
FXIIa inh: 9; PERK inhibitor: -0.7; KLK5 inh: 3; Thrombin inh: -2; Furin inhibitor: -24[20 µM]; FXIa inh: 4; Calpain2 inh: -21; KCC2 mod: 1.3

Results for Cc1nnc(NC(=O)CSc2nnc3scc(-c4ccc(C)c(C)c4)n23)s1 ?
FXIIa inh: 17; PERK inhibitor: 0.2; KLK5 inh: -8; Rad51 HR inh: -2; Thrombin inh: -8; Furin inhibitor: -11; FXIa inh: 6; Calpain2 inh: -8; KCC2 mod: -0.68

Results for Cn1cc(CN2CCc3c([nH]c4ccccc34)C2C(C)(C)C)cn1 (centres undefined) ?
FXIIa inh: 6; PERK inhibitor: -0.2; KLK5 inh: 3; Thrombin inh: -1; Furin inhibitor: -33; FXIa inh: 0; Calpain2 inh: -4; KCC2 mod: 0.85

How did COc1ccc2nc(-c3ccccc3)[nH]c2c1 do in these assays?
FXIIa inh: 12; PERK inhibitor: -0.1; KLK5 inh: -1; Rad51 HR inh: 5; Thrombin inh: -5; Furin inhibitor: -78[20 µM]; FXIa inh: -2; Calpain2 inh: -369; KCC2 mod: 1.4

Results for CNc1ccc(/C=C/C(=O)c2cccc3ccccc23)cc1[N+](=O)[O-] ?
FXIIa inh: 13; PERK inhibitor: 0.9; KLK5 inh: -5; Rad51 HR inh: 23; Thrombin inh: 2; Furin inhibitor: 3; FXIa inh: 6; Calpain2 inh: -2; KCC2 mod: 0.35

Results for COc1cccc(N(CC(=O)Nc2cccc(N(C)S(C)(=O)=O)c2)S(C)(=O)=O)c1 ?
FXIIa inh: -4; PERK inhibitor: -0.3; KLK5 inh: 1; Rad51 HR inh: 7; Thrombin inh: -7; Furin inhibitor: 1[20 µM]; FXIa inh: -2; Calpain2 inh: -23; KCC2 mod: -0.78

How did COCCNC(=O)c1cc2nc(-c3ccc(F)cc3)cc(C(F)(F)F)n2n1 do in these assays?
FXIIa inh: 8; PERK inhibitor: 1.0; KLK5 inh: 3; Rad51 HR inh: 12; Thrombin inh: 2; Furin inhibitor: -17; FXIa inh: 1; Calpain2 inh: -46

How did COC(=O)Nc1nn(-c2ccc(OC)cc2)c(=O)c(C#N)c1C do in these assays?
FXIIa inh: 27; PERK inhibitor: -0.1; KLK5 inh: 28; Rad51 HR inh: 3; Thrombin inh: 6; Furin inhibitor: 5; FXIa inh: 16; Calpain2 inh: 13

Results for CCN(c1ccccc1)S(=O)(=O)c1ccc(OCC(=O)Nc2cc(C)on2)cc1 ?
FXIIa inh: 11; PERK inhibitor: -0.1; KLK5 inh: 3; Rad51 HR inh: 9; Thrombin inh: -3; Furin inhibitor: -21[20 µM]; FXIa inh: 2; Calpain2 inh: -28; KCC2 mod: 0.51

How did O=C(Nc1ccccc1C(F)(F)F)N1CCC(N2CCCCC2)CC1 do in these assays?
FXIIa inh: 19; PERK inhibitor: 0.9; KLK5 inh: 5; Rad51 HR inh: 6; Thrombin inh: 1; Furin inhibitor: -26; FXIa inh: -30; Calpain2 inh: 0; KCC2 mod: -0.42

What do the screens show for `OCCC1CN(Cc2ccc(Oc3ncccn3)cc2)CCN1C1CCCCC1` (centres undefined)?
FXIIa inh: 3; PERK inhibitor: -0.1; KLK5 inh: 0; Thrombin inh: -6; Furin inhibitor: -13; FXIa inh: 1; Calpain2 inh: -15; KCC2 mod: 1.2

Results for COCCN(C(=O)CN1CCN(S(=O)(=O)c2ccc(F)cc2)CC1)c1c(N)n(Cc2ccccc2)c(=O)[nH]c1=O ?
FXIIa inh: 12; PERK inhibitor: 0.4; KLK5 inh: -7; Thrombin inh: 1; Furin inhibitor: -21; FXIa inh: 8; Calpain2 inh: -12; KCC2 mod: 0.53

How did COc1ccc(CCNC(=O)C(CC(C)C)NC(N)=O)cc1 (centres undefined) do in these assays?
FXIIa inh: 7; PERK inhibitor: 0.5; KLK5 inh: -1; Rad51 HR inh: 0; Thrombin inh: 5; Furin inhibitor: -23; FXIa inh: -7; Calpain2 inh: -18; KCC2 mod: 0.53

How did Cc1ccccc1OCCn1cnc2c(N)ncnc21 do in these assays?
FXIIa inh: 33; PERK inhibitor: -0.3; KLK5 inh: -2; Rad51 HR inh: 3; Thrombin inh: 5; Furin inhibitor: -16[20 µM]; FXIa inh: 23; Calpain2 inh: -45; KCC2 mod: -0.017

A portion of the library, so the mix of outcomes need not match the whole.
